Assay outcomes (PubChem)
USP2a block – USP2a (human) protease inhibition. Potency, µM (top dose mostly 38.3 µM), for the others: at the highest dose activity change, negative = inhibition, hits mostly inhibitors. actives 0.01% (n = 330,000). O75604. USP2 core, Ub-CHOP2 coupled fluorogenic reporter, 485/531;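 note: potency is the fitted concentration of half-maximal effect; plate controls were DMSO wells for no effect and full inhibition by NEM control for full effect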
Target sequence (O75604 whole entry, looked up): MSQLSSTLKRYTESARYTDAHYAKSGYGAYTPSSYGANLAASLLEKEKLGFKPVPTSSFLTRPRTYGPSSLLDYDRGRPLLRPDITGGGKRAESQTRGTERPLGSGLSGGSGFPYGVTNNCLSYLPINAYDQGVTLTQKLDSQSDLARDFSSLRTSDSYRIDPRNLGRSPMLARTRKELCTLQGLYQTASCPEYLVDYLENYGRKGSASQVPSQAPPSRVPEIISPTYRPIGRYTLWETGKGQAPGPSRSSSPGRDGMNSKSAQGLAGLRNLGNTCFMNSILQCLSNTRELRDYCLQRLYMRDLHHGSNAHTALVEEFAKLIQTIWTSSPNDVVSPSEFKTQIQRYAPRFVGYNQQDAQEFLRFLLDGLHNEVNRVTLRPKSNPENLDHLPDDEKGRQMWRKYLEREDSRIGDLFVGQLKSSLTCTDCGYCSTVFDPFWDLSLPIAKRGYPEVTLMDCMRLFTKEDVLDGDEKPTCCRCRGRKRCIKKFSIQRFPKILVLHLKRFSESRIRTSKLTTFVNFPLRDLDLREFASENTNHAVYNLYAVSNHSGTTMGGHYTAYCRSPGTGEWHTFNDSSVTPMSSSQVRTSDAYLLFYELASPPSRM
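Deubiquitinase activity read as fluorescence (485/531 nm) after Ub-CHOP2 cleavage activates the enterokinase reporter on its substrate; USP2 core 10nM, Ub-CHOP2 and substrate 25nM each, 30min compound preincubation then 60min RT; data normalized to NEM, curves fitted.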
ELG1 DNA repair – blocks ELG1-dependent DNA repair in HEK293T cells | Potency, µM (series often up to 46.1 µM), for the others: at the highest dose activity change, negative = inhibition, usual class: inhibitors | actives 2.3% (n = 330,000) | HEK293T ELG1-luciferase reporter, luminescence, 16 h; DNA damage induced by 5-fluorouridine; note: potency is the fitted concentration of half-maximal effect; % is set by controls: 0 for no effect and ±100 for the full control effect; nearly all actives have a fitted effect of over 55% in size
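Overnight (16 hr) co-exposure of 2,000 cells/well to 5-fluorouridine and compound at 37 °C preceded detection. Luciferase was quantified via ONE-Glo luminescence; loss of signal denotes inhibition.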
B2AR arrestin – beta2AR (human) beta-arrestin recruitment activity. actives 0.02% (n = 330,000). P07550. AID 492947. beta-arrestin recruitment to beta2AR, cell-based reporter. Potency, µM (highest dose often 46.1 µM), for inactives: at the top dose activation, actives largely listed as activators;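 note: potency is the fitted concentration of half-maximal effect; 0% = DMSO controls and full agonism = EC100 isoproterenol or metaproterenol; nearly all actives have a fitted effect of over 65% in size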
TCR activator – activates T cell receptor signaling | primary human leukocytes, anti-CD3, IL-2 HTRF, 48 h | Potency, µM (highest dose often 9.22 µM), inactives show top-dose activation of IL-2 secretion, usual class: activators | 330,000 tested, under 10 active; note: % of control where 0% means no effect
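Primary human leukocytes incubated 48 hr with anti-CD3 beads plus compound, without co-stimulation. Secreted IL-2 measured by HTRF (europium cryptate/d2 anti-IL-2 pair, 320 nm excitation, 665 nm emission).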
Mito fusion act – blocks mitochondrial division or promotes mitochondrial fusion; S. cerevisiae fusion-defective mutant growth rescue, CellTiterGlo 48 h; Potency, µM (highest dose often 46.1 µM), for inactives: top-dose growth rescue (activation), hits mostly activators; AID 485298; actives 0.23% (n = 320,000);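 note: potency is the fitted concentration of half-maximal effect; % of control where 0% means no effect; nearly all actives have a fitted effect of over 45% in size; temperature-sensitive fusion mutants such as fzo1-1 at 37 °C on non-fermentable ethanol glycerol medium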
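Growth-rescue viability read-out: after 48 h at the non-permissive 37C in glycerol/ethanol YPEG, yeast mitochondrial fusion mutants are measured by CellTiterGlo luminescence; compounds (23 nl pinned per well) restoring growth score as division inhibitors or fusion activators.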
TSHR antag – blocks TSH signaling through the human TSH receptor; activity change, negative = inhibition, % at 11.5 µM; P16473; actives 0.2% (n = 330,000); TSHR-expressing cells, TSH-stimulated cAMP HTRF, 2 h; hits give low values;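 active = activity change below a set negative limit, meaning inhibition stronger than a set level, cut at about -70% in these data; inconclusive = activity change between two set negative limits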; note: % is set by controls: 0 for no effect and ±100 for the full control effect
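TSHR-expressing cells, 200/well, pre-treated with compound, then stimulated with EC80 TSH (4nM final) for 2 hours at 37 deg C. cAMP measured by competitive HTRF: anti-cAMP cryptate antibody in lysis buffer plus cAMP-d2, read after 30 minutes at room temperature.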
Tb PFK block – T. brucei PFK enzyme inhibition; actives 0.17% (n = 330,000); O15648; AID 485367; Potency, µM (top dose mostly 57.5 µM), for inactives: top-dose activity, negative = inhibition, hits mostly inhibitors; T. brucei PFK, ADP-Glo luminescence;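 note: potency is the fitted concentration of half-maximal effect; 0% = uninhibited 1x PFK enzyme wells and -100% = no-enzyme wells; nearly all actives have a fitted effect of over 60% in size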
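Luminescent ADP detection (ADP-Glo, two-step: ATP depletion then ADP-to-ATP conversion for luciferase) reported PFK activity after 45 min room-temperature reaction of 1.25 nM enzyme with 0.5 mM F6P and 0.1 mM ATP at pH 8.0.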
Chronic BCR inh – inhibitors of chronic active B-cell receptor signaling | ABC-DLBCL IkBa-CBG/CBR reporter, luminescence ratio, 4 h | actives 0.05% (n = 340,000) | Potency, µM (doses to about 46.1 µM), for inactives: top-dose ratio change, negative = lower green/red ratio, hits mostly inhibitors; active = well fitted inhibition curve with a large enough effect in the signal ratio, with a control signal flat, not every such curve was filed as active; inconclusive = small, poorly fitted or top-dose-only effect, or effect the other way, or a change in a side signal; the % refers to the signal ratio;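 note: potency is the fitted concentration of half-maximal effect; plate controls were basal doxycycline-induced cells for no effect and cells given 10 µM MG132 for full effect; MG132 reads +100%, hits lower the ratio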
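Doxycycline induced both beetle luciferases in TMD8 lymphoma cells; IKK-driven degradation limits the IkappaBalpha-fused green signal, while red luminescence normalises for cell number and nonspecific effects. Compounds tested up to 46 uM, 4 hrs.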
Eya2 inh – Eya2 (human) phosphatase inhibition; recombinant Eya2, OMFP fluorescence dephosphorylation (OMFP is methylfluorescein phosphate); Potency, µM (doses to about 76.9 µM), for inactives: at the top dose activity, negative = inhibition, actives largely listed as inhibitors; actives 0.006% (n = 330,000); note: potency is the fitted concentration of half-maximal effect; % is set by controls: 0 for no effect and ±100 for the full control effect
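Eya2 (0.2 uM) preincubated 10 min at ambient with compound, then OMFP substrate added at 50 uM; 10 min reaction in 50 mM HEPES pH 7.5, 50 mM NaCl, 5 uM MgCl2, 0.05% BSA, 1 mM DTT. Fluorescence read at Ex 485/Em 525 nm.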
uPA generation – blocks generation of uPA at the cell surface; cell surface uPA generation assay, qHTS; AID 540303; Potency, µM (titrated, usually from 38.3 µM), inactives show top-dose activity change, negative = inhibition, most hits filed as inhibitors; actives 0.31% (n = 330,000); active = well fitted inhibition curve with a large enough effect; inconclusive = small, poorly fitted or top-dose-only effect; inactive = no such curve, though single readings can be large or run the other way; tested in mouse RAW 264.7 cells; note: potency is the fitted concentration of half-maximal effect; % is set by controls: 0 for no effect and ±100 for the full control effect; nearly all actives have a fitted effect of over 55% in size
PTAP TSG101 blk – blocks PTAP/TSG101 interaction to inhibit HIV-1 budding; Fluorescence polarization, FITC-PTAP peptide / Tsg101 binding; Potency, µM (top dose mostly 115 µM), inactives show top-dose activity change, negative = inhibition, hits mostly inhibitors; 340,000 tested, under 10 active; AID 493005; active = well fitted inhibition curve with a large enough effect in the main read-out, with a control signal flat, not every such curve was filed as active; inconclusive = small, poorly fitted or top-dose-only effect, or effect the other way, or a change in a side signal; inactive = no such curve, though single readings can be large or run the other way; note: potency is the fitted concentration of half-maximal effect; % of control where 0% means no effect
Target sequence (Q99816 whole entry, looked up): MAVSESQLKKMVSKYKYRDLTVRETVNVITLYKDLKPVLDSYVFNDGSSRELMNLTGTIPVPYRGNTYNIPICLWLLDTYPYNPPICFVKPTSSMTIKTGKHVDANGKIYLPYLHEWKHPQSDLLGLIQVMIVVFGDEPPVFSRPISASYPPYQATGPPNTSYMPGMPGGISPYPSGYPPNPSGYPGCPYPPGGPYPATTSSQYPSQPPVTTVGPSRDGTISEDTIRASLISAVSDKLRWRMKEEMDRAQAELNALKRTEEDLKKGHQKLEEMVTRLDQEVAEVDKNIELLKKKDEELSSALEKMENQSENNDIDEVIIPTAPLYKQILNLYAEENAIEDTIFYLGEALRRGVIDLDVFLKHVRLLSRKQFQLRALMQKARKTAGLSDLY
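Compounds were pin-transferred onto Tsg101 binding domain (10 uM final) in HEPES pH 7.5 buffer, then FITC-PTAP peptide was added at 50 nM final. After 20 min at RT, polarization reported peptide displacement across a qHTS concentration series.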
Starred values were filed as active, the others as inactive; ? = inconclusive; . = not tested or not shown; [ ] = remark or other dose. Unless noted, calls come from the whole dose curve; as a rule, active = well fitted curve in the direction sought with a large enough effect; inconclusive = small, poorly fitted or top-dose-only effect, or another doubt; inactive = no such curve, though single readings can be large; an effect the other way counts as inactive or inconclusive. No enrichment for hits. About 3% of those tested had a hit in this group.

Molecule,B2AR arrestin,Mito fusion act,uPA generation,TSHR antag,Tb PFK block,TCR activator,PTAP TSG101 blk,Eya2 inh,ELG1 DNA repair,USP2a block,Chronic BCR inh
O=C(NCCN1CCCCC1)c1c(O)c2ccccc2[nH]c1=O,0.3%,-1%,-3%,-5,-4%,-5%,-1%,-9%,?,6%,8%
CNC(=O)/C(C#N)=C/c1c(F)cccc1Cl,-1.5%,16%,-10%,28,5%,-6%,-2%,-8%,11%,3%,?
CCCCCCSc1cc(-c2nc3cnccn3c2NCc2ccccc2)ccc1OC,2.6%,?,1%,-12,-4%,-3%,3%,-22%,?,0%,-2%
CC1(C)Cc2c(c(-c3ccco3)nc3sc4c(NCCN5CCOCC5)ncnc4c23)CO1,0.0%,-6%,-10%,-7,0%,3%[46.1 µM],0%,3%,?,19%,-1%
Cc1ccc(C(=O)C(C(=O)/C=C/c2ccccc2)=C2SCCCS2)cc1,-0.4%,18%,-15%,-5,-3%,3%[46.1 µM],-2%,-6%,18µM*,-9%,?
FC(F)(F)c1ccccc1NC(=S)Nn1cnnc1,-0.5%,6%,-9%,-7,1%,1%,-4%,-5%,0%,0%,3%
COc1cc(CNC(C)C)c(Br)cc1OC1CCCC1,0.1%,-15%,-2%,-7,-1%,-7%,2%,-6%,-13%,1%,-4%
Cc1noc(C)c1COc1cccc(C(=O)N2CCc3ccccc32)c1,0.4%,-4%,-10%,-2,-4%,11%,0%,?,?,2%,-10%
O=C1Cc2cc(S(=O)(=O)N3CCN(c4ccccc4)CC3)ccc2N1,-0.4%,2%,8%,28,3%,-1%,-4%,5%,3%,4%,21%
COc1ccc(OC)c(S(=O)(=O)NCC2CCCO2)c1 (configuration not stated),-0.3%,2%,-3%,4,-3%,2%,1%,11%,13%,-7%,?
O=C(CCNc1cccc(F)c1)c1cccc([N+](=O)[O-])c1,-0.1%,1%,-3%,-7,0%,7%,2%,16%,-2%,-2%,?
CC(=O)Nc1ccc(S(=O)(=O)N(C)CC(=O)OCC(=O)NCc2ccco2)cc1,-0.4%,-3%,-4%,0,1%,-1%,-11%,3%,6%,-1%,-1%
O=C(CSc1nnc(-c2ccc(Br)cc2)o1)Nc1cccc(C(=O)O)c1,-0.1%,-3%,-17%,9,0%,5%,1%,7%,9%,2%,0%
O=C(Nc1ccccc1C(=O)N1CCNCC1)c1ccco1,-0.9%,-1%,.,-5,-2%,1%[46.1 µM],.,-14%,-3%,1%,0%
CC(/C=C1\NC(=S)NC1=O)=C\c1ccccc1,-0.2%,-7%,-19%,-10,-19%,4%,0%,-7%,2%,8%,?
COc1ccc(C(=O)Nc2ccccc2Cc2ccccc2)c(OC)c1,4.9%,?,-3%,-8,0%,-4%[46.1 µM],-2%,-11%,-2%,2%,?
C=CCOC(=O)C1=C(C)Nc2nnnn2C1c1cccc(OC)c1OC (configuration not stated),-1.2%,-3%,2%,-17,-3%,6%,-8%,-16%,8%,-1%,-1%
CCc1cc(=O)oc2cc(C)cc(OCC(C)=O)c12,-0.8%,4%,4%,13,3%,-5%,-6%,-3%,10%,-1%,0%
CSc1nsc(/C=C/Nc2ccc(O)cc2C)c1C#N,-0.5%,-1%,-5%,-3,-4%,2%,20%,8%,?,-1%,?
c1ccc(CN2CCN(c3ncccn3)CC2)nc1,0.3%,0%,.,5,-8%,.,.,18%,14%,-1%,0%
CCOC(=O)c1ccc(NC(=S)N(CCCN2CCCC(C)C2)Cc2ccco2)cc1 (configuration not stated),0.2%,-2%,12%,14,0%,4%[46.1 µM],1%,-7%,1%,2%,-8%
O=C(NCc1cccc(Cl)c1)c1ccc2ccccc2n1,-0.4%,?,-2%,-13,-9%,-3%,2%,-6%,4%,4%,9%
CCn1c(=O)cc(SCC(=O)Nc2ccc3c(c2)OCO3)c2ccccc21,-0.2%,7%,.,-1,6%,-18%,-5%,-19%,?,-2%,?
Cc1c(C(=O)N/N=C/c2ccccc2)sc(=S)n1C,-0.8%,0%,3%,-3,0%,3%,0%,-11%,-2%,5%,0%
COC(=O)C1C(O)=C(C=NCc2ccccc2)C(=O)CC1(C)C (configuration not stated),-0.1%,3%,-3%,15,-5%,3%,-6%,6%,-2%,0%,-10%
O=C(CSc1ncnc2scc(-c3ccccc3)c12)N1CCN(c2ccccc2F)CC1,-1.5%,19%,3%,-10,0%,-1%,1%,-1%,?,2%,6%
CCn1c(SCc2ccccc2Cl)nc2ccccc21,-0.1%,-7%,-1%,-20,-5%,-5%,1%,11%,?,2%,-2%
Cc1cc(C)n2nc(C(=O)Nc3c(C)nn(Cc4ccc(F)cc4)c3C)cc2n1,0.3%,0%,-4%,2,?,-1%,2%,-3%,-23%,-1%,?
CC(C)CN(C(=O)C1COc2ccccc2O1)c1c(N)n(CC(C)C)c(=O)[nH]c1=O (configuration not stated),0.5%,-3%,-2%,6,-2%,5%,-6%,-10%,22%,1%,3%
O=C(CN1C(=O)NC(Cc2c[nH]c3ccccc23)C1=O)NCCc1ccccc1 (configuration not stated),-0.3%,-6%,-1%,8,-14%,1%,-2%,5%,4%,3%,-1%
O=S(=O)(c1ccc(Cl)cc1)n1cccn1,0.0%,-4%,6%,0,3%,-4%,1%,-2%,-2%,6%,?
CC(C)CC(=O)Nc1ccc(C(=O)COc2ccc(-c3nnco3)cc2)cc1,-0.7%,0%,7%,-7,-5%,-2%,-3%,1%,-18%,0%,-2%
CCOC(=O)C1CCCN(C(=O)c2ccc(Cl)cc2)C1 (configuration not stated),0.0%,2%,1%,-2,0%,6%,-6%,1%,-1%,2%,9%
O=[N+]([O-])c1ccc2nc(-c3ccccc3[N+](=O)[O-])[nH]c2c1,-0.1%,?,0%,-5,2%,1%,1%,-6%,26%,0%,?
N#Cc1ccc(/C=C\c2nccc3c2[nH]c2ccccc23)cc1,0.1%,-9%,1%,-6,-13%,-3%,?,-16%,?,8%,?
Cn1c(=O)c2c(nc(Cl)n2CCOc2ccccc2)n(C)c1=O,0.4%,0%,-14%,-14,-1%,0%,2%,-16%,9.2µM*,0%,0%
COc1cc(-c2noc(C)c2C(=O)NCCc2cccs2)cc(OC)c1OC,0.2%,.,6%,8,0%,5%,-2%,-14%,4%,1%,?
CCN(CC)S(=O)(=O)c1ccc2c(c1)nc(SCC(N)=O)n2-c1ccc(OC)cc1,-0.1%,-3%,-1%,-7,6%,-15%,-3%,7%,?,-1%,?
Cc1onc(-c2ccccc2)c1C(=O)N/N=C/c1cn(C)c2ccccc12,0.4%,10%,5%,-14,-1%,-6%,-2%,-14%,?,-1%,?
Cc1nc2ccccc2nc(C)c1=NOCc1cccc(Cl)c1,-0.6%,1%,0%,-2,-2%,-2%,-5%,-9%,2%,-2%,0%
O=C(Nc1ccccc1Cl)c1cc2ccccc2o/c1=N\O,-0.4%,1%,-5%,4,11%,3%,-3%,0%,?,2%,?
O=C(CCc1ccccc1)NNC(=O)Nc1ccc(Cl)cc1,0.2%,3%,7%,-13,-8%,6%,-4%,-2%,2%,3%,2%
Cc1oc2ccccc2c1CC(=O)NCCCN(C)C,-0.3%,-2%,-18%,16,1%,5%,-8%,2%,15%,-3%,?
COc1ccc(C(=O)NCC2CCCCC2)cc1S(=O)(=O)N1CCOCC1,-0.1%,.,-13%,19,-2%,1%[46.1 µM],-6%,0%,-4%,0%,3%
N#C/C(=N/Nc1ccc(S(=O)(=O)N2CCOCC2)cc1)C(N)=O,-0.1%,-8%,8%,-13,1%,3%,0%,-10%,-22%,7%,-6%
